# Compound activity deposited in PubChem BioAssay by several laboratories.
# 3CLpro inhibitor: SARS-CoV 3CLpro protease inhibition | inhibition, % at 6 µM | actives 0.14% (n = 290,000) | recombinant SARS-CoV 3CLpro, quenched FRET peptide cleavage | P0C6X7; in the data active = inhibition above about 12%
# BioA inh: blocks M. tuberculosis BioA enzyme activity; purified M. tuberculosis BioA enzyme, plate reader; inhibition, % at 9.99 µM; actives 0.096% (n = 360,000); in the data active = inhibition above about 40%
# SSB-PriA inh: blocks PriA binding to SSB C-terminal tail; AID 1272365; actives 0.6% (n = 430,000); inhibition, % at 33 µM; AlphaScreen SSBct-PriA binding, biotinylated peptide; in the data active = inhibition mostly above about 37%, no sharp cut-off; inactive = mostly below about 20%;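 also: plate controls were negative control peptide for no effect and reference peptide for full effect; strong numbers were not always called active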
# VHR inh abs: inhibitors of human VHR1 phosphatase (DUSP3); P51452; recombinant VHR phosphatase, pNPP absorbance; inhibition, % at 13.3 µM; actives 0.52% (n = 290,000); AID 1654; in the data active = inhibition above about 50%; also: some compounds called inactive have numbers as strong as hits
# Vc quorum ag: induces V. cholerae light production without autoinducers; actives 0.16% (n = 350,000); V. cholerae BH1578 lux reporter, luminescence, 6 h; activation, % at 18.7 µM; AID 588436; in the data active = activation mostly above about 9.7%, no sharp cut-off; also: not every result past the cut was called active; inactives centre near 0; reference of the scale not given here
# FBA Mtb inh: inhibits M. tuberculosis FBA enzyme; inhibition, % at 1 µM; actives 2.3% (n = 360,000); P9WQA3; purified M. tuberculosis FBA, fluorescence read-out; AID 588726; in the data active = inhibition above about 27%;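 also: 0% = vehicle and 100% = reference inhibitor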
# MazF activator: increases E. coli MazEF RNase cleavage of RNA; FAM/BHQ RNA-DNA oligo cleavage fluorescence, 5 h; activation, % at 20 µM; actives 0.32% (n = 350,000); in the data active = activation above about 50%
# Target sequence (P0AE70 whole entry, looked up): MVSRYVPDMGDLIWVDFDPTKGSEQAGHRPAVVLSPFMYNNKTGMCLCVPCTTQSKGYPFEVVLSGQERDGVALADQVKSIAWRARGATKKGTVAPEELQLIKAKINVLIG
# Rv3671c inh: inhibitors of M. tuberculosis serine protease Rv3671c. P9WHR9. inhibition, % at 5.96 µM. actives 0.048% (n = 320,000). AID 2606; in the data active = inhibition above about 38%;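 also: extracellular domain of Rv3671c used as enzyme; 0% = enzyme with DMSO and 100% = no enzyme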
# Target sequence (P9WHR9 whole entry, looked up, the tested form may be a part): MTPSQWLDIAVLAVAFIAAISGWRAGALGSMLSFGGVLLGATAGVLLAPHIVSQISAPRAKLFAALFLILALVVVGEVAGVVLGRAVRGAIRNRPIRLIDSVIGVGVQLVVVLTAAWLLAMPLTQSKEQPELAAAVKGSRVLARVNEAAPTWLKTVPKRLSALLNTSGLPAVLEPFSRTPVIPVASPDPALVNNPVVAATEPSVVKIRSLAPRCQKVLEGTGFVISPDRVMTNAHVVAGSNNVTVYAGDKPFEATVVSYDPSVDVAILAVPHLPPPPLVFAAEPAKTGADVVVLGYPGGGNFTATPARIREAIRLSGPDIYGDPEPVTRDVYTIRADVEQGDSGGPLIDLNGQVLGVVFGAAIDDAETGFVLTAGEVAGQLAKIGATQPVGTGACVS
# GDH-TPI inh: counter-screen for M. tuberculosis FBA inhibitors: GDH-TPI coupled enzymes. GDH-TPI coupled enzyme counterscreen, NADH absorbance. inhibition, % at 4.8 µM. actives 1.2% (n = 360,000). AID 588335; in the data active = inhibition above about 30%;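 also: 0% = DMSO wells and 100% = wells lacking the enzyme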
# Mtb UGM inh: blocks M. tuberculosis UGM enzyme; P9WIQ1; purified UGM, fluorescence polarization probe displacement; inhibition, % at 10 µM; actives 0.06% (n = 320,000); AID 504406; in the data active = inhibition above about 10%, passing the limit was not always enough
# Target sequence (P9WIQ1 whole entry, looked up): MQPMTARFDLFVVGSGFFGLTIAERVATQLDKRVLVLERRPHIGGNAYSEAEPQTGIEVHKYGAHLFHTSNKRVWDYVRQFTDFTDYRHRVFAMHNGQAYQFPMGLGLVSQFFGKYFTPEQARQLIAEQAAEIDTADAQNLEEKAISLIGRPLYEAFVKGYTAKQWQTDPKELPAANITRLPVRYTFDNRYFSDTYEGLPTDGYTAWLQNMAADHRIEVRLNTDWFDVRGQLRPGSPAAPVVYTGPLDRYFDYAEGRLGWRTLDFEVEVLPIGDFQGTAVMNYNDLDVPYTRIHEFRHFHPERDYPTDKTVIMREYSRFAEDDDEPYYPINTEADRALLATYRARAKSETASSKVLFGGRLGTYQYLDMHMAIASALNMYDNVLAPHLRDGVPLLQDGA
# * marks the source's active call; other numbers are inactive results; i = inactive; / = not tested or not shown. These rows are one share of the data, so the mix of outcomes need not match the whole.
SMILES,3CLpro inhibitor,BioA inh,SSB-PriA inh,VHR inh abs,Vc quorum ag,FBA Mtb inh,MazF activator,Rv3671c inh,GDH-TPI inh,Mtb UGM inh
CCCCOC(=O)Cn1c(=N)n(CCC)c2ccccc21,-3,-0.9,-7,14,-0.7,1,6,4,2,-0.5
COc1ccc(CNC(=O)CCS(=O)(=O)c2ccc3nc(C)sc3c2)cc1,/,-0.6,/,/,-0.2,-3,/,/,14,/
CSc1nc(NCc2ccccc2)c2c3c(sc2n1)CN(C)CC3,-9,4.5,-3,31,2.1,72*,23,4,5,-2.6
CC1CCCN(CC(O)COC(c2ccccc2)c2ccccc2)C1 (configuration not stated),2,/,0,22,i,-7,14,-2,-7,0.0
Cc1ccc(C(C)(C)C)cc1S(=O)(=O)N1CC(=O)Nc2ccccc21,6,/,-19,-15,-0.4,3,0,-2,4,-2.5
O=C1c2cccc3cc(Br)cc(c23)C(=O)N1Nc1ccccc1,1,-1.7,12,31,-4.5,-3,12,-13,26,0.0
CCc1ccc(OCC(=O)Nc2ccc(-c3nc4ccccc4o3)c(O)c2)cc1,0,/,-10,15,-0.4,5,2,-7,2,-0.1
CCCc1nc2ccccc2[nH]1,3,-0.8,-2,-5,-0.3,-1,2,-7,3,1.7
COc1cc2cc(CN(Cc3cccs3)C(=S)Nc3ccccc3)c(=O)[nH]c2cc1OC,2,-1.5,0,-5,2.7,8,-2,-116,16,-2.5
Cc1cc(C(=O)N2CCc3ccccc3C2)on1,-4,1.2,-20,2,-0.1,3,8,-1,-16,1.0
CCC(c1nnnn1Cc1ccco1)N(Cc1cc2cc(C)cc(C)c2[nH]c1=O)CC1CCCO1 (configuration not stated),2,-1.0,-8,36,-0.4,10,9,-8,6,-3.9
O=S(=O)(NCCCCCNS(=O)(=O)c1c(F)cccc1F)c1ccc2c(c1)OCCO2,/,-1.5,3,/,0.7,0,2,-5,3,4.2
CC(C(=O)O)n1nnc2ccccc21 (configuration not stated),2,-2.1,-14,10,i,2,-6,7,1,0.1
O=S(=O)(NCc1ccc2c(c1)OCO2)c1cccc(F)c1,-2,-0.5,-11,13,-0.3,-1,5,/,6,-3.7
CC(C)C(=O)N1CCC1(C)C(=O)Nc1cccc(Oc2ccccc2)c1 (configuration not stated),/,-1.7,/,/,-0.7,0,/,/,1,/
CCOC(=O)c1nn(-c2ccc(F)cc2)c(=O)cc1OCC(=O)Nc1cccc(C)c1,/,-1.0,-10,/,-1.3,7,3,1,5,/
COC(=O)N/N=C/c1cn(Cc2ccccc2Cl)c2ccccc12,9,/,/,21,-0.2,-1,-2,0,8,1.5
COC(=O)C1=C(c2ccc(-c3ccccc3)c(F)c2)C[C@@H]2CC[C@H]1N2C(=O)N1CCOCC1,/,-1.5,-2,/,-0.8,-2,6,-1,-7,3.0
Cc1ccc(-n2nc(C)c(C(=O)Nc3cccc(C(=O)NC4CC4)c3)n2)c(C)c1,/,-0.5,-12,/,2.4,-1,-1,-8,-5,1.2
CC(=O)Nc1cccc(NC(=O)c2ccco2)c1,1,0.4,-12,0,/,3,-2,0,0,-2.4
CSc1ccc(CN2CCC2(C)C(=O)NCc2cccc(C(F)(F)F)c2)cc1 (configuration not stated),/,1.1,/,/,-0.5,-4,/,/,-4,/
Clc1ccccc1Cc1noc(CN2CCCCC2CCc2ccccn2)n1 (configuration not stated),2,/,-14,-8,-0.2,-2,1,2,0,-0.1
NC1CCCCC1N=Cc1c(O)n(Cc2ccc(F)cc2)c(=O)[nH]c1=O (configuration not stated),-4,-1.2,3,-2,/,1,1,-7,-6,2.2
CCOc1ccc(S(=O)(=O)N2CCN=C2Cc2ccccc2)cc1C,-1,-0.1,-13,15,-0.2,-1,-7,-2,-6,0.1
COc1ccc2cc(S(=O)(=O)N3CCOCC3)ccc2c1,-1,-2.4,-11,10,i,-4,-8,9,1,0.4
C=C(C)[C@@H]1CC=C(CO)CC1,/,1.6,-5,/,i,1,8,/,-1,/
Cc1ccccc1Nc1nc(N)nc(-c2oc3ccccc3c2C)n1,6,0.1,0,29,i,3,1,-13,-3,1.3
C=CCNC(=S)N(Cc1ccccc1)Cc1ccccc1,1,/,-31,14,i,-1,3,-7,-2,0.9
CC(Sc1nnc(N)s1)C(=O)NNC(=O)c1cccc(Cl)c1 (configuration not stated),/,/,-4,/,/,-2,-1,0,4,/
CN1CCC(=O)N([C@H](CSc2ccc(Br)cc2)c2ccccc2)CC1,/,0.2,-5,15,-0.4,-2,1,-5,5,2.8
O=C(c1cc2ccccc2o1)N1CCN(S(=O)(=O)c2c(F)cccc2F)CC1,/,0.3,-4,/,-0.6,-1,7,6,-4,-0.2
CN(C)S(=O)(=O)c1ccc(NC(=O)/C=C/c2ccccc2Cl)cc1,5,/,6,13,-0.4,-1,-15,-81,14,/
O=C(CC1C(=O)NCCN1Cc1cccc(F)c1)NC1CCC1 (configuration not stated),3,-0.6,2,24,i,5,-2,-5,4,-1.3
N#Cc1ccccc1OCC(=O)Nc1cc(S(=O)(=O)N2CCCCC2)ccc1N1CCOCC1,/,-0.1,16,/,-0.5,3,-3,/,7,/
CC(=O)C1=C(C)Nc2ncnn2C1c1ccccc1Cl (configuration not stated),3,-0.1,3,10,-3.6,2,3,2,18,0.5
Cc1ccc(N2C(=O)CC(Sc3ccccc3C(=O)O)C2=O)c([N+](=O)[O-])c1 (configuration not stated),5,/,-6,-4,0.2,1,2,-3,4,-1.0
Cc1oc(-c2ccccc2Cl)nc1CN(C)C(C)c1ccon1 (configuration not stated),-1,/,-6,-27,-0.2,1,-12,-4,4,0.6
CCN(CC(=O)NCc1cccs1)C(=O)CCc1c[nH]c2ccccc12,-1,0.2,7,8,-0.4,2,5,1,7,1.2
COc1cc(/C=C2\SC(=S)N(NS(=O)(=O)c3ccccc3)C2=O)cc(OC)c1OC,6,0.4,3,-10,-2.8,-4,5,4,11,-0.1
COc1cc2c(C(=O)NCc3ccccn3)cn(CC(C)C)c(=O)c2cc1OC,2,1.5,-342,38,-0.1,2,-4,1,-4,0.5
O=C(Nc1cccnc1)c1ccc(N2CCCC2)c([N+](=O)[O-])c1,-2,72*,3,23,1.8,-4,0,4,7,0.4
O=C1c2ccccc2NC(c2ccc(O)cc2)N1/N=C/c1ccc(O)cc1 (configuration not stated),5,/,/,-7,i,3,8,0,32*,-2.9
CCOc1ccc(S(=O)(=O)NCc2ccccn2)cc1NC(=O)c1ccccc1,/,/,0,/,i,-3,1,8,-6,-1.7
Cn1c(COc2ccc(C(=O)O)cc2)nc2ccccc21,-2,-0.2,4,/,-1.0,3,-5,0,7,1.5
Cc1cc(OCC(=O)N(C)C)c2c(-c3ccccc3)cc(=O)oc2c1,-1,1.6,-11,15,-0.3,2,2,0,10,-2.2
CCc1ccc(Nc2ccc(C(N)=O)cc2[N+](=O)[O-])cc1,-2,/,26,1,i,-2,2,2,5,-2.4
Nc1nnc(SCC(=O)OCC(=O)NC23CC4CC(CC(C4)C2)C3)s1,4,/,-15,32,-0.6,-2,2,-2,-4,-0.6
O=C(CSc1ncn[nH]1)N1N=C2/C(=C/c3ccco3)CCCC2C1c1ccco1 (configuration not stated),8,1.5,11,-2,-0.5,-4,2,5,24,-1.5
CCCSc1nc(C)cc(=O)[nH]1,2,-0.5,-8,7,/,1,2,2,0,0.5
O=C(N/N=C/c1ccncc1)c1cccc(NC(=O)c2ccccc2Cl)c1,5,/,/,7,-0.6,-1,-10,-4,6,-5.3
COc1ccc(C(=O)NC(C)C2CC3CCC2C3)cc1 (configuration not stated),-1,-0.1,-1,-14,-0.4,0,-5,2,6,-2.1
C/C(=N\Nc1ccc(C)c(Cl)c1)c1ccncc1,-4,-4.1,/,-22,-0.4,2,-4,-4,14,-1.3
COc1ccc(Nc2nc(C)cc(-c3cc(-c4ccccc4)on3)n2)cc1,/,-1.4,4,/,0.8,1,0,-5,5,-1.0
O=C(COC(=O)c1cc(S(=O)(=O)N2CCCCC2)ccc1N1CCOCC1)NC1CCS(=O)(=O)C1 (configuration not stated),2,/,-1,4,-0.2,-2,0,7,16,2.5
CCc1ccc(-c2nc(CCl)cs2)cc1,2,/,-20,-4,-0.2,-1,3,-8,-1,-1.5
CCN(CC)S(=O)(=O)c1cccc(C(=O)OCc2cc(=O)n3nc(C)sc3n2)c1,3,-0.5,-15,19,-0.4,-3,-7,-10,8,-3.1
Cc1ccsc1C(=O)Nc1nccs1,-2,-7.4,8,1,-0.5,-3,6,4,16,0.4
CC1CCCCN1CCCNC(=O)C1CCCN(c2ncnc3c2nc2n3CCCCC2)C1 (configuration not stated),-1,0.7,-9,18,-0.3,1,-1,-2,5,1.3
COCCN1CCN(C(=O)C2CCC(=O)N(CCCc3ccccc3)C2)CC1 (configuration not stated),-3,0.0,1,18,i,1,7,4,1,-3.3
CC(C)c1ccc(S(=O)(=O)c2cn(Cc3ccc(F)cc3)c3cc4c(cc3c2=O)OCO4)cc1,-3,/,1,-6,/,/,/,3,/,2.3

# Reformatted with values under each structure: 2 of the compounds above.
# Each structure is followed by: 3CLpro inhibitor	BioA inh	SSB-PriA inh	VHR inh abs	Vc quorum ag	FBA Mtb inh	MazF activator	Rv3671c inh	GDH-TPI inh	Mtb UGM inh
> CCN(CC)S(=O)(=O)c1cccc(C(=O)OCc2cc(=O)n3nc(C)sc3n2)c1
  3	-0.5	-15	19	-0.4	-3	-7	-10	8	-3.1
> CC(C)c1ccc(S(=O)(=O)c2cn(Cc3ccc(F)cc3)c3cc4c(cc3c2=O)OCO4)cc1
  -3	/	1	-6	/	/	/	3	/	2.3

# Remaining list, next part.
SMILES,3CLpro inhibitor,BioA inh,SSB-PriA inh,VHR inh abs,Vc quorum ag,FBA Mtb inh,MazF activator,Rv3671c inh,GDH-TPI inh,Mtb UGM inh
CC(Oc1cccc(Cl)c1)C(=O)Nc1ccc(S(=O)(=O)NC2=NCCCCC2)cc1 (configuration not stated),/,0.4,0,/,-1.1,3,0,1,1,-0.5
O=C(Cn1c(NCCCO)nc2ccccc21)c1ccc(F)cc1,10,-1.1,-9,1,-0.7,1,-14,-5,0,4.0
O=S(=O)(Nc1cccc(-n2cnnn2)c1)c1ccccc1F,0,2.4,0,-5,i,2,3,-1,2,0.1
CCCn1nc(Oc2nc(N(C)C)nc(N(C)C)n2)ccc1=O,-3,/,-19,-22,-0.4,3,6,4,9,-1.4
O=C(CCCCn1c(=O)[nH]c2ccsc2c1=O)NCC1CCCO1 (configuration not stated),-1,-0.1,-4,16,i,-9,-4,-8,-4,-2.5
CCOC(=O)C1=C(CSc2nc(-c3ccncc3)ccc2C#N)OC(N)=C(C#N)C1c1cccnc1 (configuration not stated),-2,3.5,5,49,0.5,8,15,-5,7,-0.8
CN(c1ccc(C(=O)N2CCOCC2)cc1)S(=O)(=O)c1ccc(Cl)cc1,-3,-2.0,-2,14,i,2,-3,3,7,0.1
Cc1noc(C)c1C(=O)NC(C)C1CCCO1 (configuration not stated),7,-2.0,-1,-15,-0.9,-1,-8,3,-1,-1.6
Cc1onc(-c2ccccc2Cl)c1C(=O)Nc1cc(=O)n(C)c(=O)n1C,4,1.2,10,/,i,-3,1,-5,14,-0.8
CCN(C(=O)c1cn(C)c(=O)c2cc(OC)c(OC)cc12)c1ccccc1C,3,-0.3,-10,10,-0.3,-12,-6,3,9,0.2
CC(=O)Nc1ccc(/C=N/NC(=O)CCN2CCN(c3ccccc3)CC2)cc1,1,/,/,15,-3.1,0,-9,-9,3,-0.4

# Quoted at random: 3 records from the list, in no set order.
SMILES,3CLpro inhibitor,BioA inh,SSB-PriA inh,VHR inh abs,Vc quorum ag,FBA Mtb inh,MazF activator,Rv3671c inh,GDH-TPI inh,Mtb UGM inh
CC(Oc1cccc(Cl)c1)C(=O)Nc1ccc(S(=O)(=O)NC2=NCCCCC2)cc1 (configuration not stated),/,0.4,0,/,-1.1,3,0,1,1,-0.5
CN(c1ccc(C(=O)N2CCOCC2)cc1)S(=O)(=O)c1ccc(Cl)cc1,-3,-2.0,-2,14,i,2,-3,3,7,0.1
CCN(C(=O)c1cn(C)c(=O)c2cc(OC)c(OC)cc12)c1ccccc1C,3,-0.3,-10,10,-0.3,-12,-6,3,9,0.2
